S1P3 antagonist = S1P3 receptor antagonists, primary screen, cell-based. Sphingosine 1-phosphate receptor 3 (Homo sapiens), Q99500. inhibition, % at 4.98 µM. hit rate 0.27% among 170,000. CHO S1P3 NFAT-BLA reporter, FRET fluorescence, antagonist mode;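 active = inhibition above the plate cutoff, the mean inhibition of test wells on that plate plus 3 SD, cut at about 28% in these data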;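 also: cells challenged with S1P at its EC80 of 0.8 µM; blue over green emission ratio from cleaved BLA substrate after 4 h stimulation; 0% = S1P-stimulated wells and 100% = unstimulated DMSO-only wells; some compounds past the cut are filed as inactive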
Target sequence (Q99500 whole entry, looked up): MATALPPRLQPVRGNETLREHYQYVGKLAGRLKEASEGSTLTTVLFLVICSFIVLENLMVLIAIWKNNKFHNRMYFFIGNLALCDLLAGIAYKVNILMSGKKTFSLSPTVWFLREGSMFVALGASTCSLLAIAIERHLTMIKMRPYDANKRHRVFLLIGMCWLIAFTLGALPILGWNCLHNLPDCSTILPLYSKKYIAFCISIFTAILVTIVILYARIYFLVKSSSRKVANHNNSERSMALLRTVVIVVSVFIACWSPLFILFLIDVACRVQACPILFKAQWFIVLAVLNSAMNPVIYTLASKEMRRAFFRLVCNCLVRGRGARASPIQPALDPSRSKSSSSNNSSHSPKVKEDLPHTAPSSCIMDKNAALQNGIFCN
* hit, by the source's call; & = joins results of further samples. An excerpt. The share of hits here may be higher or lower than overall.

SMILES	S1P3 antagonist
CCCCCn1c(=O)c(C(=O)Nc2nc3ccccc3[nH]2)c(O)c2ccccc21	-7
C=CCn1c(O)c(/C(C)=N/NC(=S)Nc2ccccc2)c(=O)[nH]c1=O	-14
CC1CN(c2ccc([N+](=O)[O-])c(N3CCCCC3)c2)CCN1 (stereo unspecified)	1
CCOP(=O)(OCC)C(NC(=O)NC)C(N)=O (stereo unspecified)	-15
Cc1nc2c(c(=O)[nH]1)C(c1ccc([N+](=O)[O-])cc1)c1c(c3ccccc3oc1=O)O2 (stereo unspecified)	0
CNC(=O)O/N=C/c1nn(C(=O)C(C)(C)C)cc1Br	-9
Cn1c(O)c(/C=C2\N=c3ccccc3=C2CCNC(=S)NC2CC2)c(=O)n(C)c1=O	-1
CCc1ccc(NC(=O)CN2CC(c3ccccc3)CC2=O)cc1 (stereo unspecified)	11
CCc1ccc(-n2c(O)c(C(C)=O)c(=O)[nH]c2=O)cc1 (tested in a mixture with another compound)	-17
O=C1CCCN1CC#CCN1CCCC1	-4
N#CC(C#N)=Cc1ccc(C=C(C#N)C#N)cc1	-12
Cn1c(O)c(C=NCCN2CCOCC2)c(=O)n(C)c1=S	8
CCCc1c(C)nc(-c2ccc(C)cc2)nc1OC(=O)N(C)C	-12
CCOc1ccc(N=Cc2c(O)n(CCc3ccc(OC)c(OC)c3)c(=O)[nH]c2=O)cc1	10
CC1=C(C(=O)O)N2C(=O)C(NC(=O)Cc3ccccc3)C2SC1 (stereo unspecified)	-5
CCOC(=O)[C@]1(C#N)[C@@H]2C=CC(C(N)=O)=CN2[C@@H](C(N)=O)[C@@H]1c1ccc(F)cc1	-11
O=S(=O)(F)c1ccc2nc(-c3cccc(Sc4ccccc4)c3)cc(Cl)c2c1	0
Nc1ccccc1-[n+]1c(-c2ccccc2)cc(-c2ccccc2)cc1-c1ccccc1	-9
CC(C)(C)N1C(=O)NC(=O)/C(=C\c2ccc3c(c2)CCN3CCCCl)C1=O	0
Cc1ccccc1NC(=O)NCCN1CC1	-12
Cc1ccc(-n2c(O)c(/C=N/Nc3ccccc3)c(=O)[nH]c2=O)cc1C	9
CC(=NCCCn1ccnc1)c1c(O)n(-c2ccccc2)c(=O)[nH]c1=O	1
CCN(CC)c1ccc(C=C2C(=O)NC(=S)NC2=O)cc1	-4
O=c1[nH]c(=S)n(Cc2ccc(F)cc2)c(O)c1C=NCCCn1ccnc1	1
COc1ccccc1N1CCN(Cc2cnc(-c3ccccc3)[nH]2)CC1	-6
CCC(CO)NC(=O)C1C=C2c3cccc4[nH]cc(c34)CC2N(C)C1 (stereo unspecified)	8
CC(C)N1CCN(Cc2cc3c(cc2Cl)OCO3)CC1CCO (stereo unspecified)	3
CC12CN3CCN(CC(C3)/C1=N/NC(N)=O)C2	-6
CCC(=NCc1cccnc1)c1c(O)n(-c2ccccc2)c(=O)[nH]c1=O	-9
Cc1cccc(N2C(=O)NC(=O)/C(=C\C=C\c3ccco3)C2=O)c1	-7
CCc1n[nH]c(CCN)n1	-3
O=c1c2ccccc2[nH]c(=S)n1-c1ccc2c(c1)OCCO2	11
Cc1nc2c(c(=O)[nH]1)C(c1ccccc1Cl)c1c(c3ccccc3oc1=O)O2 (stereo unspecified)	1
CCC(C)n1c(O)c(C=NC(C)c2ccccc2)c(=O)[nH]c1=S (stereo unspecified)	0
CCCCn1c(O)c(C(C)=NCCc2c[nH]c3ccccc23)c(=O)[nH]c1=O	3
CCOC(=O)c1ccc(N=C(CC)c2c(O)n(C)c(=O)n(C)c2=O)cc1	-1
O=c1[nH]c(=O)n(C2CCCCC2)c(O)c1/C=C/C=Nc1ccccc1	2
CC(=NCC1CCCO1)c1c(O)n(C2CCCCC2)c(=O)[nH]c1=O (stereo unspecified)	-7
O=c1[nH]c(=S)n(C2CC2)c(O)c1C=NCC1CCCO1 (stereo unspecified)	-5
Cc1ccc(C)c(-n2c(C)nc3ccccc3c2=O)c1	-19
Cn1c(O)c(/C=N/NC(=O)c2ccncc2)c(=O)[nH]c1=S	0
O=CC(Cl)P(=O)(N1CCOCC1)N1CCOCC1 (stereo unspecified)	-8
O=C1NC(=O)C(=Cc2coc3ccc(O)cc3c2=O)C(=O)N1	5
CN1C(=O)C(=Cc2sc(=O)n(-c3ccccc3)c2N2CCCCC2)C(=O)N(C)C1=O	-3
CC(=O)Cc1ccc(OC(C)C)cc1	5
CC1CCCCN1Cc1c[nH]c2ccccc12 (stereo unspecified)	2
O=C1NC(=O)N(Cc2ccc(F)cc2)C(=O)/C1=C\c1ccc([N+](=O)[O-])s1	5
CC(C)[N+]12CCC(CC1)C(C(O)(c1ccccc1)c1ccccc1)C2 (stereo unspecified)	-2

Another view of 5 compounds above.
molecule,S1P3 antagonist
O=C1NC(=O)C(=Cc2coc3ccc(O)cc3c2=O)C(=O)N1,5
Cc1ccc(C)c(-n2c(C)nc3ccccc3c2=O)c1,-19
O=C1NC(=O)N(Cc2ccc(F)cc2)C(=O)/C1=C\c1ccc([N+](=O)[O-])s1,5
CC1CCCCN1Cc1c[nH]c2ccccc12 (stereo unspecified),2
O=CC(Cl)P(=O)(N1CCOCC1)N1CCOCC1 (stereo unspecified),-8

(cont.)
SMILES	S1P3 antagonist
CCOP(=S)(OCC)Oc1cc(C)oc(=O)c1	-6
CNC(=O)Nc1ccc(C(=O)N/N=C\C23CC[C@@H](O)CC2(O)CC[C@@H]2[C@@H]3CCC3(C)C(C4=CC(=O)OC4)CCC23O)cc1 (stereo partly specified)	6
Cc1cccc(NC(=O)OC2CN3CCC2CC3)c1 (stereo unspecified)	18
NS(=O)(=O)c1ccc(N=Nc2c(O)[nH]c(=S)[nH]c2=O)cc1	1
CCOc1ccc(-n2c(O)c(C=Nc3ccc(NC(C)=O)cc3)c(=O)[nH]c2=O)cc1	3
COc1ccc(N=Cc2c(O)n(Cc3ccccc3)c(=S)[nH]c2=O)c(OC)c1	-5
CCC(C)n1c(O)c(C=NCCc2ccccc2)c(=O)[nH]c1=S (stereo unspecified)	8
Cn1c(O)c(/C=N/N2CCOCC2)c(=O)n(C)c1=S	8
COCCCn1c(N)c(C(=O)Nc2ccccc2)c2nc3ccccc3nc21	-6
CCOP(=O)(OCC)c1cc(CC)ccc1O	-5
O=c1c2ccccc2[nH]c(=S)n1-c1cccnc1	9
CCN1CCc2ccccc2C1	7
CC1CN=C(Nc2ccc(F)c(Cl)c2)S1 (stereo unspecified)	-12
CCC(=NCCc1ccccc1)c1c(O)[nH]c(=O)[nH]c1=O	7
Cc1ccc(-n2c(O)c(C=NCCCn3ccnc3)c(=O)[nH]c2=O)cc1	-12
C=CCNC(=S)Nc1ccc(OC(=O)Nc2ccc(Cl)c(Cl)c2)cc1	20
CNC(=O)Nc1ccc(C(O)(C(=O)OC)C(F)(F)F)cc1 (stereo unspecified)	-22
CCOP(=O)(OCC)/C(C#N)=C/c1ccoc1	-3
O=c1[nH]c(=O)n(C2CCCCCC2)c(O)c1C=NCc1cccnc1	3
O=C1NC(=O)N(c2ccccc2)C(=O)/C1=C\c1ccc([N+](=O)[O-])o1	-12
Cc1onc(-c2c(Cl)cccc2Cl)c1/C(N)=N/OC(=O)N(C)C	-2
C=CCN=C(SCC(=O)c1ccc(Cl)cc1)c1c(O)n(C)c(=O)n(C)c1=O	-9
CC(C)c1ccc(-n2c(O)c(/C=N/N3CCOCC3)c(=O)[nH]c2=S)cc1	0
Cn1c(O)c(/C=N/N2CCOCC2)c(=O)n(-c2ccccc2)c1=S	-1
CN1CCN(/N=C/c2c[nH]c3ccccc23)CC1	4
CC(C)n1c(O)c(C=NCc2ccccc2)c(=O)[nH]c1=S	5
CCCCNC(=O)NC(C(N)=O)P(=O)(OCC)OCC (stereo unspecified)	-29
CC(C)Oc1ccc(CC2(CCc3ccncc3)C(=O)NC(=O)NC2=O)cc1	-14
O=c1[nH]c(=S)n(C2CCCCC2)c(O)c1/C=N/N1CCOCC1	-26
C[C@H]1CC[C@H]2NCCN[C@H]2C1	-16
Cc1cccc(C)c1OP(N)(=O)Oc1c(C)cccc1C	3
O=[N+]([O-])c1cccc2c([As](=O)(O)O)cccc12	0
Cn1c(O)c(C=NCCN2CCOCC2)c(=O)[nH]c1=S	-12
c1ccc2c(CN3CCCCC3)c[nH]c2c1	-13
C=CCn1c(O)c(C(C)=O)c(=O)[nH]c1=O (tested in a mixture with another compound)	-8
CC1(C)CC(N(CCc2ccccc2)Cc2ccccc2)CCO1 (stereo unspecified)	0
O=c1[nH]c(=S)n(C2CC2)c(O)c1C=Nc1ccc2c(c1)OCO2	10
COc1ccc2c(c1)c(CCN)c(C)n2Cc1ccccc1	-22
CC(=NCc1ccc2c(c1)OCO2)c1c(O)n(Cc2ccccc2)c(=O)[nH]c1=O	5
O=C1OCc2cc(N=Nc3c(O)[nH]c(=O)[nH]c3=O)ccc21	7
Cc1ccccc1-n1c(O)c(/C=N/NC(=O)c2ccccc2O)c(=O)[nH]c1=S	3
O=C(NC(=O)c1c(F)cccc1F)Nc1cc(Cl)c(F)c(Cl)c1F	-21
O=C(CCl)Nc1nccs1	-26
C=CCn1c(O)c(C(C)=NCCc2c[nH]c3ccccc23)c(=O)[nH]c1=O	17
O=c1[nH]c(=S)n(C2CC2)c(O)c1C=NCCc1ccccc1	-9
CC(=O)Nc1nnc(CCN(CCc2nnc(NC(C)=O)s2)[N+](=O)[O-])s1	-10
Cc1cccc(OP(N)(=O)Oc2cccc(C)c2)c1	-14
Cc1cc(C(=O)O)c(C)n1C1CC1	-11

Arranged by SMILES length (high to low): part of the list above.
SMILES	S1P3 antagonist
O=C1NC(=O)N(Cc2ccc(F)cc2)C(=O)/C1=C\c1ccc([N+](=O)[O-])s1	5
NS(=O)(=O)c1ccc(N=Nc2c(O)[nH]c(=S)[nH]c2=O)cc1	1
O=C1OCc2cc(N=Nc3c(O)[nH]c(=O)[nH]c3=O)ccc21	7
COc1ccccc1N1CCN(Cc2cnc(-c3ccccc3)[nH]2)CC1	-6
CCc1ccc(-n2c(O)c(C(C)=O)c(=O)[nH]c2=O)cc1 (tested in a mixture with another compound)	-17
Cn1c(O)c(C=NCCN2CCOCC2)c(=O)n(C)c1=S	8

The listing continues:
SMILES	S1P3 antagonist
O=C(/C=C/c1ccc2c(c1)OCO2)c1c(O)n(CCc2ccccc2)c(=O)[nH]c1=O	8
O=C1/C(=C\c2ccc(Cl)c(Cl)c2)N2CCC1CC2	-1
CC12CC[C@H]3[C@@H](CCC4(O)C[C@H](O)CCC34/C=N/NC(=O)c3ccccc3O)C1(O)CCC2C1=CC(=O)OC1 (stereo partly specified)	-5
O=C1NC(=O)N(Cc2ccco2)C(=O)/C1=C\c1ccc(-c2ccc(F)cc2)o1	5
CN1CCN(/N=C/c2c(O)n(CCC3=CCCCC3)c(=S)[nH]c2=O)CC1	-11
COc1ccc(-n2c(O)c(C(C)=Nc3ccc4c(c3)CCC4)c(=O)[nH]c2=O)cc1	0
CCCCC(=O)N/N=C/c1c(O)n(CCc2ccccc2)c(=O)[nH]c1=O	7
CCOP(=O)(OCC)c1ccc(OP(=O)(c2cccc([N+](=O)[O-])c2)c2cccc([N+](=O)[O-])c2)cc1	-20
CN1C(=O)/C(=C\c2ccc(N3CCCCCC3)cc2)C(=O)NC1=S	5
NC(=S)c1cn(C2OC(CO)C(O)C2O)c2ncnc(N)c12 (stereo unspecified)	86*
O=[N+]([O-])c1ccc(N2CCCNCC2)c2ncccc12	-8
O=C1NC(=O)C(CCc2ccncc2)(Cc2ccc(OCc3ccccc3)cc2)C(=O)N1	-7
COc1ccc2c(c1O)[C@]13CCN(C)[C@H](C2)[C@@H]1CCC(=O)C3	-9
C=CCn1c(O)c(/C=N/NC(=O)c2ccncc2)c(=O)[nH]c1=O	-13
CCOP(=O)(OCC)C(Cc1ccccc1)NC(C)=O (stereo unspecified)	-12
Cc1c(CCN)ccc2c1[nH]c1ccccc12	2
Cc1ccc2c(c1)C1CN(C)CCC1N2C(=O)c1cccs1 (stereo unspecified)	0
Cn1nnc(CC[N+](C)(C)C)n1	17
CCCCn1c(O)c(/C=C2/C=CC=N2)c(=O)[nH]c1=O	-1
Cc1ccccc1-n1c(O)c(C(c2ccncc2)c2c(O)n(-c3ccccc3C)c(=O)[nH]c2=O)c(=O)[nH]c1=O	-1&6
CCOC(=O)C1=C(N)OC2=C(C(=O)CCC2)C12C(=O)N(C)c1ccccc12 (stereo unspecified)	4
COc1ccc(N2C(=O)NC(=O)/C(=C/c3ccc([N+](=O)[O-])s3)C2=O)cc1	-2
Cc1cccc(NC2=NCCCS2)c1	18
CCOc1ccc(-c2cc(C(=O)N3CCC4(CC3)OCCO4)c3ccccc3n2)cc1	-8
O=C1NC(=O)N(Cc2ccc(F)cc2)C(=O)/C1=C\c1ccc(N2CCCC2)cc1	-9
O=c1[nH]c(O)c(Cc2ccc3c(c2)OCO3)c(=O)[nH]1	10
CN1CCC2(CC1)NC(=O)c1ccccc1N2	-8
CCOC(=O)c1[nH]ncc1CN1CCCC(C(=O)c2cccc(Cl)c2)C1 (stereo unspecified)	-14
CC/C(=N\NC(N)=O)c1c(O)[nH]c(=O)[nH]c1=O	-1
c1cc(CCN2CCCC2)ccn1	9
O=C(c1cccnc1)C1CCCN(Cc2nc(-c3cnccn3)no2)C1 (stereo unspecified)	7
CCOP(=O)(OCC)Oc1cc(C)c(N(C)C)c(C)c1	1
Cc1ccc(OCCn2cccc2/C=C2/C(=O)NC(=O)N(Cc3ccco3)C2=O)cc1	4
CC1Oc2cc3c(-c4c(O)cc(O)c5c(O)c6c(cc45)OC(C)C(C)C6=O)c(O)cc(O)c3c(O)c2C(=O)C1C (stereo unspecified)	43*
C#CCOc1ccc2c(c1)c(C(C)=O)c(C)n2Cc1ccccc1	-7
CCCCC/C(=N/O)c1c(C)[nH]c2ccccc12	2

Molecules shown so far containing a tert-butyl group (2):
SMILES	S1P3 antagonist
CNC(=O)O/N=C/c1nn(C(=O)C(C)(C)C)cc1Br	-9
CC(C)(C)N1C(=O)NC(=O)/C(=C\c2ccc3c(c2)CCN3CCCCl)C1=O	0
